Bioassay records as filed in PubChem.
OPRM1-OPRD1 inv: inverse agonists of MOR-DOR heterodimerization, primary screen, cell-based, luminescence; inhibition, % at 9.3 µM; 340,000 tested, 0.21% active; cell-based MOR-DOR heterodimer luminescence, inverse agonism; in the data active = inhibition above about 22%, passing the limit was not always enough;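 also: 0% = cells with DMSO and 100% = wells without cells with DMSO; values of inactives mirror those of a sister screen read the other way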
HTR5A ag ctr: HTR5A agonists in luminescence cell assay, primary screen, counter-screen for OPRM1-OPRD1 heterodimer agonist project, full-deck HTS | cell-based | activation, % at 9.3 µM | 340,000 tested, 0.61% active | AID 504692, 2011; in the data active = activation mostly above about 9.5%, no sharp cut-off; inactive = mostly below about 7.6%;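 also: 0% = cells with vehicle only and 100% = reference agonist; strong numbers were not always called active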
PKA-R1A act: activators of PKA-R1A holoenzyme, primary screen, biochemical, fluorescence polarization, Cy5-IP20, bovine R1A, mouse PKAc. 340,000 tested, 0.083% active. AID 504707, 2011. cAMP-dependent protein kinase type I-alpha regulatory subunit (Bos taurus) + …. PKA-R1A dissociation; scaled: DMSO 0%, 113 µM cGMP 100%. activation, % at 11.4 µM;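 active = percent activation above the mean of all tested compounds plus 3 SD, cut at about 19% in these data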;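 also: higher means more PKAc released from R1A so a rise in polarization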
OPRM1-OPRD1 ag: agonists of OPRM1-OPRD1 heterodimerization, primary screen, cell-based, luminescence; Mu-type opioid receptor (Homo sapiens) + Delta-type opioid receptor (Homo sapiens), …; cells; activation, % at 9.3 µM; 340,000 tested, 0.3% active; AID 504326, 2011; in the data active = activation above about 18%;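 also: 0% = vehicle-treated cells and 100% = reference agonist; values of inactives mirror those of a sister screen read the other way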
PKA-R2B act: activators of PKA-R2B holoenzyme, primary screen, biochemical, fluorescence polarization, Cy5-IP20, human. activation, % at 11.4 µM. AID 504700, 2011. PKA-R2B holoenzyme dissociation; R2B truncated from residue 108, S112A mutant; 0% DMSO only, 100% 113 µM cGMP. 340,000 tested, 0.079% active;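 active = activation above a cutoff set at the mean over all compounds plus 3 SD, cut at about 18% in these data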;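 also: higher means more holoenzyme dissociation and a rise in polarization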
HTR5A inv ctr: HTR5A inverse agonists in luminescence cell assay, primary screen, counter-screen for OPRM1-OPRD1 heterodimer inverse agonist project, full-deck HTS; inhibition, % at 9.3 µM; 5-hydroxytryptamine receptor 5A (Homo sapiens), P47898; 340,000 tested, 0.083% active; HTR5A cell line, inverse agonism; in the data active = inhibition mostly above about 23%, no sharp cut-off; inactive = mostly below about 18%;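 also: 0% = cells with DMSO and 100% = no-cell wells with DMSO; some compounds called inactive have numbers as strong as hits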
Arrestin-AP2 inh: inhibitors of beta-arrestin/AP2 binding, primary screen, biochemical, GPCR trafficking, flow cytometry | 340,000 tested, 0.31% active | FITC-arrestin peptide / GST-AP2 beads; AP2 beta2 appendage carries R879A mutation | beta-arrestin 1 C-terminal peptide binding to AP2 beta2-adaptin appendage (human) | inhibition, % at 10 µM;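 active = inhibition above a set limit, near 3 SD of compounds lacking own fluorescence, cut at about 54% in these data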;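 also: plate controls were DMSO wells for no effect and 5 µM unlabelled arrestin peptide for full effect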
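Test system: GST-tagged AP2 beta2-adaptin appendage (R879A) on 4 µm glutathione beads; also added: fluorescein-tagged arrestin peptide at 50 nM final; timing: 12 min plus 1 h, RT; signal: flow cytometry, FL1 (488/535 nm); read-out: percent drop in bead-associated FITC signal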
V-ATPase pHluor: regulators of yeast V-ATPase proton pumping, primary screen, pHLuorin cytosolic pH fluorescence; 350,000 tested, 0.37% active; response, % at 10 µM; AID 504577, 2011; S. cerevisiae; in the data active = response mostly above about 7.3%, no sharp cut-off; inactive = mostly below about 5.4%; also: actives read high; inactives centre near 0; some compounds called inactive have numbers as strong as hits; reference of the scale not given here
DAGLB inh: DAGLB lipase inhibitors, primary screen, biochemical, fluorescence, HTS | Diacylglycerol lipase-beta (Homo sapiens), Q8NCG7 | HEK293T DAGLB membrane lysate, EnzChek fluorogenic substrate | inhibition, % at 5.17 µM | 340,000 tested, 0.059% active; in the data active = inhibition above about 34%;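 also: 0% = enzyme with vehicle and 100% = wells lacking enzyme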
DSG3 Ab inh: inhibitors of pemphigus antibody binding to DSG3, primary screen, biochemical, bead-based, flow cytometry, scFv-GFP; Desmoglein-3 (Homo sapiens), P32926; AID 588358, 2011; 310,000 tested, 0.48% active; binding (percent of control), % at 10 µM; DSG3-coupled beads, scFv-anti-DSG3-GFP binding; hits give low values;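 active = binding more than 3 SD below its plate's average and above zero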;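 also: hits lower antibody fragment binding to DSG3; some compounds called inactive have numbers as strong as hits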
Target sequence (P32926 whole entry, looked up, the tested form may be a part): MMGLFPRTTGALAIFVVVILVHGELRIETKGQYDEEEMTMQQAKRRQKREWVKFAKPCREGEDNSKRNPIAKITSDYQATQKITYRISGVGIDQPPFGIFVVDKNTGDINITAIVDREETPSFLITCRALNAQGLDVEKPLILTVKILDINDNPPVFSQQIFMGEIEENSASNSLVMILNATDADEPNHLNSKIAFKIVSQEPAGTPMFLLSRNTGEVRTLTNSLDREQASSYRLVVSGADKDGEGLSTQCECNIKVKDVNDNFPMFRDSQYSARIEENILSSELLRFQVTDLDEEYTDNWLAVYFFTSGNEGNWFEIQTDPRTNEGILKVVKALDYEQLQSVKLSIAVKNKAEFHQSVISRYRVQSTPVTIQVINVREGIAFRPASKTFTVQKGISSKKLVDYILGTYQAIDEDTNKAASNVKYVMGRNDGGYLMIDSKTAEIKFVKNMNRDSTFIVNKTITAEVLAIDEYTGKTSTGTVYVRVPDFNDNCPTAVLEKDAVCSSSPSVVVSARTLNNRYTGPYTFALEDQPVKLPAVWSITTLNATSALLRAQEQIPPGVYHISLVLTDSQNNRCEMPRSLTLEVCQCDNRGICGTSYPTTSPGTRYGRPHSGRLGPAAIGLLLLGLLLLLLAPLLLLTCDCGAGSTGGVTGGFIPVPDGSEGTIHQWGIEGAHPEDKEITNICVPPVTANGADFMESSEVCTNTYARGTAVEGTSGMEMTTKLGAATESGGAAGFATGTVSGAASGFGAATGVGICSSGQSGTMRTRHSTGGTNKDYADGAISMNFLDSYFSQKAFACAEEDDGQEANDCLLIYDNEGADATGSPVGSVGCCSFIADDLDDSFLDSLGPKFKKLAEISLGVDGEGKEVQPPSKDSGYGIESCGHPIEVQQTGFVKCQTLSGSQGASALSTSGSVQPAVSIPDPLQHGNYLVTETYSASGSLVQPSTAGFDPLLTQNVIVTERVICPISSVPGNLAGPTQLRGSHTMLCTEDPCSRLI
Active calls of the source: *; · = no result given.

Results follow in this order: OPRM1-OPRD1 inv, HTR5A ag ctr, PKA-R1A act, OPRM1-OPRD1 ag, PKA-R2B act, HTR5A inv ctr, Arrestin-AP2 inh, V-ATPase pHluor, DAGLB inh, DSG3 Ab inh
> O=S(=O)(NCc1ccc2c(c1)OCO2)c1c(F)cc(F)cc1Br
    -13.8, -2.3, -2.0, 1.7, 13.7, -14.1, 19.6, 4.5, -1.2, 103.3
> N/C(=N\OC(=O)c1ccccc1Br)c1ccc([N+](=O)[O-])cc1
    -24.3, -0.1, 2.8, 5.1, 9.8, 0.4, -1.2, 0.4, -6.8, 103.0
> CCN1CCCC1CN(Cc1cc2ccc(C)c(C)c2[nH]c1=O)C(=O)Nc1ccccc1OC (configuration not stated)
    -11.5, 3.1, -1.6, 1.9, -4.2, 5.8, -6.4, ·, -0.2, 117.8
> Cc1nc(SCc2cccc(F)c2)c2oc3ccccc3c2n1
    -5.4, -0.5, -10.0, 1.1, -5.5, 13.8, 6.3, 0.6, -9.0, ·
> CCCCN1C(=O)C(=O)c2cc(Cl)ccc21
    30.3, 0.2, -5.0, -6.5, 3.2, -0.9, 8.5, 0.3, -2.6, 99.3
> O=C(CCNC(=O)c1ccc(Br)cc1)Nc1ccccc1N1CCCC1
    -3.1, -3.3, 5.4, 0.5, -15.5, 4.9, -2.2, 2.4, 2.1, 85.9
> COc1ccc(C(=O)NNC(=O)CSc2nnc(-c3cccnc3)n2C)cc1
    5.6, 7.3, 3.8, -1.0, 2.8, -17.9, 29.8, -0.7, 0.2, 98.7
> C=CCNC(=O)c1cccc(Br)c1
    13.1, -0.8, -8.0, -2.6, 7.5, 2.0, -1.5, -1.7, -0.1, 112.7
> O=C(NCCCN1CCCC1=O)C(=O)NCC1OCCCN1S(=O)(=O)c1ccccc1 (configuration not stated)
    ·, ·, -8.9, ·, -18.2, ·, ·, -0.4, -2.4, 93.3
> CC(C)(O)C(=O)NNC(=S)Nc1cccc(C(F)(F)F)c1
    6.8, 4.9, -3.6, -1.4, -12.4, 9.3, -11.3, -3.0, 0.8, 101.6
> CCOc1ccc2nc(NC(=O)c3ccccn3)sc2c1
    22.0, -0.3, -0.7, -4.3, -5.6, -16.9, -5.4, -2.0, -3.5, 99.5
> COC(=O)c1ccc(/C=N/NC(=O)C(=O)NCC2CCCO2)cc1 (configuration not stated)
    13.7, -4.1, -7.6, -2.8, -1.6, -9.9, 5.5, -1.1, -1.3, ·
> O=C(Nc1ccc(Cl)cc1)NC1CCCc2ccccc21 (configuration not stated)
    -57.1, -1.1, 2.0, 11.5, -1.9, 2.5, -9.4, 0.9, -5.3, 108.6
> O=C(O)c1ccccc1C(=O)Nc1ccc(Oc2cccc(C(F)(F)F)c2)nc1
    2.5, -1.3, -2.0, -0.5, -3.6, -14.2, 46.0, -1.9, -3.1, 95.4
> O=C(Nc1ccccc1F)c1ccc(CN2CCN(c3ccccc3)CC2)cc1
    -11.0, 0.8, -6.8, 2.4, 0.2, -2.9, 3.4, -0.7, -3.4, 94.0
> CNc1nc(SC(C)C(=O)Nc2ccc(Cl)c(Cl)c2)nc(N2CCOCC2)n1 (configuration not stated)
    18.4, 7.7, -1.1, -3.9, 9.2, -21.2, -27.7, 2.5, -1.4, 95.6
> CCN(CC)C(=O)COc1coc(CN2CCN(c3ccccc3)CC2)cc1=O
    12.4, -1.4, -6.5, -2.5, -7.9, -2.0, 4.8, -1.5, 0.1, 102.3
> CC(Sc1n[nH]c(N)n1)C(=O)Nc1cccc2ccccc12 (configuration not stated)
    -6.2, 4.5, 3.1, 1.6, 2.4, -2.9, 27.9, 7.3, -8.1, 99.2
> Cc1cc(C(=O)OCC(=O)NCCC(C)C)c2ccccc2n1
    -0.1, -1.6, 7.0, 0.0, -3.8, -0.4, 27.7, -3.5, -0.8, 101.7
> COc1ccccc1N1CCN(S(=O)(=O)c2cc3c(cc2C)NC(=O)CO3)CC1
    -7.2, 5.7, 0.5, 1.2, 4.8, -17.3, -3.9, -4.1, -0.2, 105.1
> CCC(=O)Nc1nnc(S(=O)(=O)N(C)c2cc(C)cc(C)c2)s1
    8.5, 4.0, -8.6, -1.9, -1.8, -15.1, 13.3, 1.6, -1.5, 101.1
> CCOc1ccc(S(=O)(=O)NC2CCCC2)cc1
    -1.8, 3.0, -3.6, 0.3, 0.4, 15.5, 18.0, -3.1, 1.2, 118.8
> Cc1cc(C(=O)CCC(=O)NCC(=O)Nc2c(C)cccc2C)c(C)s1
    8.4, -0.4, -4.3, -2.1, 0.6, 1.0, -10.0, 3.5, 0.3, 110.5
> Cc1cc(C)nc(NS(=O)(=O)c2ccccc2)n1
    -10.2, 6.3, -15.0, 1.6, -7.0, -16.5, 3.3, 4.3, 2.6, 98.3
> O=C(NC1=NCCS1)c1ccccc1OCc1ccc(F)cc1
    7.3, 2.5, 0.6, -1.4, -4.9, -6.7, 11.1, 1.5, -4.4, 100.4
> Cc1cccc(C(=O)Oc2ccccc2/C=N/NC(=O)c2ccc(NC(=O)C(C)(C)C)cc2)c1
    -8.7, 2.6, -0.8, 1.7, -4.0, -2.3, 27.4, -1.7, -2.6, 98.5
> Cn1cc(CN2CCC(Oc3ccc(C(=O)N4CCCC4)cc3)CC2)cn1
    -1.2, 3.6, -3.9, 0.2, -6.5, 3.0, -0.3, -1.1, 1.2, 110.5
> N#C/C(=C\c1ccccc1[N+](=O)[O-])C(=O)Nc1ccc(S(N)(=O)=O)cc1
    -10.6, 4.0, -0.2, 2.0, -1.6, -10.9, 4.5, 2.8, -0.1, 100.1
> CC1(C)C([N+](=O)[O-])C(c2ccc(O)cc2)NC(c2ccc(O)cc2)C1[N+](=O)[O-] (configuration not stated)
    3.7, 4.6, -6.0, -0.7, -1.3, -3.0, 3.7, 5.8, -0.1, 109.7
> Cc1ccc(OCc2nnc(SCc3nc4ccccc4[nH]3)n2Cc2ccco2)cc1
    -5.0, 1.5, -11.1, 0.9, -3.3, -4.5, -7.8, 0.8, 1.1, 113.7

Full records as entered above. Order of screens: OPRM1-OPRD1 inv | HTR5A ag ctr | PKA-R1A act | OPRM1-OPRD1 ag | PKA-R2B act | HTR5A inv ctr | Arrestin-AP2 inh | V-ATPase pHluor | DAGLB inh | DSG3 Ab inh
COc1ccc(C(=O)NNC(=O)CSc2nnc(-c3cccnc3)n2C)cc1 as listed: 5.6 | 7.3 | 3.8 | -1.0 | 2.8 | -17.9 | 29.8 | -0.7 | 0.2 | 98.7
CCC(=O)Nc1nnc(S(=O)(=O)N(C)c2cc(C)cc(C)c2)s1 as listed: 8.5 | 4.0 | -8.6 | -1.9 | -1.8 | -15.1 | 13.3 | 1.6 | -1.5 | 101.1

Other entries follow:
Results follow in this order: OPRM1-OPRD1 inv, HTR5A ag ctr, PKA-R1A act, OPRM1-OPRD1 ag, PKA-R2B act, HTR5A inv ctr, Arrestin-AP2 inh, V-ATPase pHluor, DAGLB inh, DSG3 Ab inh
> O=S(=O)(c1ccc(F)cc1)N1CCC2(CC1)OCCO2
    15.9, -0.7, -10.7, -3.2, 0.0, 1.9, -1.1, 1.8, -1.7, 74.2
> O=C(O)c1cc(-c2ccc(-c3ccc(F)cc3)o2)nc2ccccc12
    30.6, -0.6, -18.5, -5.8, -3.5, 2.3, 21.5, -2.7, 0.0, 96.0
> CCCCCCN1C[C@@H](O)[C@H](n2cc(C3CC3)nn2)C[C@@H]1c1ccc(C)cc1
    ·, ·, 0.1, ·, -3.1, ·, ·, 0.2, -0.1, 108.2
> O=C(NCCCN1CCN(c2ccccc2F)CC1)Nc1ccccc1[N+](=O)[O-]
    0.6, 3.5, -3.8, -0.1, -4.9, -10.2, 1.7, -3.1, -0.3, 76.2
> CCOC(=O)c1c(NC(=O)c2cccs2)sc2c1CC(C)(C)OC2
    -10.2, 6.5, -6.2, 2.4, -5.8, -16.4, -6.9, 0.8, -14.5, 102.0
> COc1cc2c(cc1OC)-c1cc(NC3CCCC3)nc(=O)n1CC2
    9.9, 0.8, 4.9, -1.9, -1.8, -1.9, -3.3, -2.4, 2.0, 103.0
> COc1ccccc1NC(=O)CSc1nnc(-c2ccoc2C)o1
    -14.2, -3.5, 3.2, 3.6, -4.9, 4.8, 17.5, 2.7, 1.0, 98.0
> CCCCC(Nc1ncnc2ccccc12)C(=O)O (configuration not stated)
    3.8, 7.0, 2.8, -0.7, -0.9, -22.9, 4.1, -5.5, 0.6, 106.5
> Fc1cccc(Cl)c1Cc1noc(/C=C/c2ccccc2)n1
    -4.0, 4.3, -6.6, 0.7, -7.0, -7.5, 29.6, 2.1, -10.9, 93.8
> CC(C)C(NC(=O)CN(c1cccc(F)c1)S(C)(=O)=O)C(C)C
    13.0, 2.8, 4.1, -2.3, 4.6, -34.1, -4.2, 4.1, 1.8, 100.9
> O=C(CSc1nc2ccc(Cl)cc2[nH]1)NC1CCCc2ccccc21 (configuration not stated)
    -30.0, 12.6, -15.1, 6.0, -16.1, 4.0, -10.0, -2.8, -1.8, 91.3
> CCN(CC1CCCN(CCc2cccc(OC)c2)C1)C(=O)c1ccoc1 (configuration not stated)
    15.6, 5.6, -0.8, -2.8, -6.4, -4.8, -15.3, 1.8, 2.7, 106.3
> CN1Cc2c(N3CCOCC3)nc(SCc3ccccc3)c(C#N)c2CC1(C)C
    -0.6, 2.2, 0.4, 0.1, 1.8, 11.4, 17.6, -4.5, 0.8, 99.0
> CC(O)c1n(C)c(Cl)c[n+]1C (configuration not stated)
    11.2, 1.2, 5.7, -2.2, -6.0, -4.8, 14.4, 7.7, 1.7, 104.2
> CCc1noc(C)c1C(=O)Nc1cc(S(=O)(=O)N2CCOCC2)ccc1N1CCN(CC)CC1
    19.8, 5.4, 3.9, -4.1, -1.2, 29.8, -15.2, 3.0, -1.2, 100.1
> COc1ccccc1-c1cc(C(=O)N/N=C/c2sccc2C)c2ccccc2n1
    4.2, -6.9, -10.2, -1.0, -5.4, 18.9, -7.5, -1.2, -1.5, ·
